AddAB inh – less growth of phage-infected E. coli with AddAB. 0.29% of 330,000 active. E. coli expressing H. pylori AddAB, absorbance growth. inhibition, % at 11.9 µM; in the data active = inhibition above about 12%;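 note: 0% = vehicle wells of infected cells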
OPRM1-OPRD1 ag – OPRM1-OPRD1 heterodimerization agonism | activation, % at 9.3 µM | cells, luminescence | 0.3% of 340,000 active | AID 504326; in the data active = activation above about 18%;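 note: 0% = vehicle-treated cells and 100% = reference agonist; values of inactives mirror those of a sister screen read the other way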
Target sequence (P35372 whole entry, looked up): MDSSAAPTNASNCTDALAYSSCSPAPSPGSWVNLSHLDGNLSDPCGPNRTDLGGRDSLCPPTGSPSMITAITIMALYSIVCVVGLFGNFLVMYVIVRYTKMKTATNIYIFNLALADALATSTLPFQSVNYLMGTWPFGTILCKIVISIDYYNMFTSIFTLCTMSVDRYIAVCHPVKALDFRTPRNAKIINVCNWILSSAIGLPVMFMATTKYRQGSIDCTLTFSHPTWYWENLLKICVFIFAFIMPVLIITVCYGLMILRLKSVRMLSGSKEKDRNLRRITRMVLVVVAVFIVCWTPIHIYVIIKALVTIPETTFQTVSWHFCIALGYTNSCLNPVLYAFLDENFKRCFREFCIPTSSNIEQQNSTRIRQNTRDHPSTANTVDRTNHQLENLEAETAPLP
Target sequence (P41143 whole entry, looked up): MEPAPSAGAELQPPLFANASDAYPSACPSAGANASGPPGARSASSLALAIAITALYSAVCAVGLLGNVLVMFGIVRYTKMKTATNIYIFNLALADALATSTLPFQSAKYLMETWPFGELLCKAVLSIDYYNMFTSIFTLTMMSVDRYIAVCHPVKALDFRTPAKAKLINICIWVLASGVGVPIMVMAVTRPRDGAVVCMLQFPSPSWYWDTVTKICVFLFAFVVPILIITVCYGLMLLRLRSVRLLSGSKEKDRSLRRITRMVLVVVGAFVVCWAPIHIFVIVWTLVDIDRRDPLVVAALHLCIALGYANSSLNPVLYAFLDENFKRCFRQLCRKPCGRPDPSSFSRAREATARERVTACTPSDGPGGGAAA
phage Ecoli inh – E. coli growth loss with phage present | 0.26% of 360,000 active | growth absorbance | inhibition, % at 11.9 µM; in the data active = inhibition above about 11%
HTR5A inv ctr – inverse agonist of human HTR5A in OPRM1-OPRD1 counter-screen; inhibition, % at 9.3 µM; AID 504634; 0.083% of 340,000 active; P47898; HTR5A cell line, luminescence, inverse agonism; in the data active = inhibition mostly above about 23%, no sharp cut-off; inactive = mostly below about 18%;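 note: 0% = cells with DMSO and 100% = no-cell wells with DMSO; some compounds called inactive have numbers as strong as hits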
PKA-R1A act – activators of PKA-R1A complex; activation, % at 11.4 µM; AID 504707; PKA-R1A dissociation, Cy5-IP20 fluorescence polarization; scaled: DMSO 0%, 113 µM cGMP 100%; 0.083% of 340,000 active;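 active = percent activation above the mean of all tested compounds plus 3 SD, cut at about 19% in these data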;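 note: higher means more PKAc released from R1A so a rise in polarization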
Ecoli viability – counter-screen for AddAB inhibitors: E. coli growth inhibition | E. coli V3065 growth, OD600 absorbance, 18 h | inhibition, % at 11.9 µM | 0.27% of 330,000 active;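 active = inhibition above the campaign's mean inhibition across all tested compounds plus 3 SD, cut at about 9.9% in these data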;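 note: uninfected addAB+ strain grown without phage in ampicillin broth; 0% = DMSO wells and 100% = ciprofloxacin 0.95 µg/ml wells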
DSG3 Ab inh – blocks pemphigus antibody binding to human desmoglein-3. binding (percent of control), % at 10 µM. P32926. DSG3-coupled beads, scFv-anti-DSG3-GFP binding, flow cytometry; hits give low values. 0.48% of 310,000 active;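 active = binding more than 3 SD below its plate's average and above zero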;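 note: hits lower antibody fragment binding to DSG3; some compounds called inactive have numbers as strong as hits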
PfHsp90 yeast 2 – reduces growth (ATP signal) of yeast expressing P. falciparum Hsp90; S. cerevisiae expressing PfHsp90, BacTiter-Glo ATP, 48 h; yeast lacking PDR1 and PDR3 efflux regulators; inhibition, % at 9.4 µM; 0.32% of 310,000 active; AID 504621;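 active = every replicate shows inhibition above about 80%, whatever the replicate mean, limit read from the data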;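 note: 0% = DMSO neutral controls and 100% = 20 µM radicicol positive controls; yeast relying on Plasmodium falciparum Hsp90 in place of its own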
Mot1-301 SUMO – blocks SUMOylation pathway, rescuing yeast Mot1-301 growth; 1% of 320,000 active; S. cerevisiae Mot1-301 growth rescue, ATP luminescence, 38.5C; percent above DMSO median, 100 means doubled; growth rescue, % at 18.8 µM;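 active = every valid replicate shows activation above 250% relative to neutral control wells; inactive = the rest, any valid replicate at or below 250%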;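 note: OY570 slx delta 5 strain wells were the positive control but not used for scaling; some compounds called inactive have numbers as strong as hits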
HTR5A ag ctr – activates human HTR5A in OPRM1-OPRD1 agonist counter-screen | P47898 | HTR5A agonist assay, luminescence, cell-based | activation, % at 9.3 µM | 0.61% of 340,000 active | AID 504692; in the data active = activation mostly above about 9.5%, no sharp cut-off; inactive = mostly below about 7.6%;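 note: 0% = cells with vehicle only and 100% = reference agonist; strong numbers were not always called active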
OPRM1-OPRD1 inv – inverse agonist of human OPRM1-OPRD1 heterodimerization | P35372+P41143 | cell-based MOR-DOR heterodimer luminescence, inverse agonism | inhibition, % at 9.3 µM | 0.21% of 340,000 active | AID 504357; in the data active = inhibition above about 22%, passing the limit was not always enough;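 note: 0% = cells with DMSO and 100% = wells without cells with DMSO; values of inactives mirror those of a sister screen read the other way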
The depositor's hits bear a star; nt = not tested or not shown. This is a random part of the collection; overall some 3.2% were active at least once.

SMILES	AddAB inh	OPRM1-OPRD1 ag	phage Ecoli inh	HTR5A inv ctr	PKA-R1A act	Ecoli viability	DSG3 Ab inh	PfHsp90 yeast 2	Mot1-301 SUMO	HTR5A ag ctr	OPRM1-OPRD1 inv
CCN(Cc1ccccc1)C(=O)c1oc2ccc(C)cc2c1C	3.6	6.5	0.3	-20.6	-1.0	-0.2	105.2	10.5	-1.5	5.6	-30.4
CCOC(=O)N1CCN(C(=O)/C(=C\c2cccs2)NC(=O)c2cccs2)CC1	0.7	0.3	1.6	8.3	-8.3	-3.3	93.5	7.4	0.6	-3.1	-2.3
Cc1cccc(Cn2c(N3CCN(C)CC3)nc3c2c(=O)n(C)c(=O)n3C)c1	-1.4	-0.9	2.3	-16.9	9.7	0.3	101.3	-0.7	-15.0	3.3	4.8
COCc1cc(C)nc(SCC[N+](C)(C)CC(=O)Nc2ccccc2)c1C#N	2.7	-1.5	2.0	17.1	-13.3	0.1	126.6	nt	55.5	-6.2	7.2
O=C1NC[C@@H](Cc2cccc3ccccc23)N(CC2(c3ccccc3)CC2)C1=O	2.4	0.1	4.2	-24.3	-2.8	2.6	nt	-16.7	-29.9	4.4	-0.7
CC(C)(C)c1ccc(-c2n[nH]c(=S)n2-c2ccccc2)cc1	-0.8	6.9	1.2	9.2	-5.5	-2.0	112.4	-22.2	2.0	-3.3	-35.5
CC1CCN(c2nc3nonc3nc2N2CCC(C)CC2)CC1	-1.6	-2.3	0.2	-10.5	-1.9	-1.7	101.9	nt	23.6	1.0	12.3
O=C(Nc1nnc(-c2ccc(F)cc2)o1)c1cccc([N+](=O)[O-])c1	1.0	-1.7	0.1	9.2	2.0	-3.0	86.2	-80.2	0.2	2.2	8.4
Cc1cccc(C(=O)N/N=C/c2ccncc2)c1	0.5	-2.9	3.4	-5.5	3.0	4.3	100.7	11.0	119.8	-2.6	13.1
O=C(CSc1ncccn1)NC(=O)c1ccccc1	-0.9	-0.4	-0.9	5.0	-7.1	-0.8	113.7	nt	-5.7	-1.8	1.8
CCOC(=O)Cc1csc(NC(=O)COc2ccc(N(C)S(=O)(=O)c3ccc(C)cc3)cc2)n1	-1.3	1.1	-0.6	2.1	-0.8	-5.0	nt	6.8	nt	-0.8	-6.8
FC(F)(F)c1ccc(CN2CCCCCC2)cc1	2.6	0.8	-0.2	-14.2	-9.7	-2.0	93.9	-15.6	3.1	5.4	-4.7
CC(=O)C1=C(O)C(=O)N(c2ccc(Br)cc2)C1c1ccc([N+](=O)[O-])cc1 (centres undefined)	-0.6	-4.0	4.3	-7.1	7.5	-1.1	110.2	-6.2	551.1	2.0	18.1
CCN(Cc1ccccc1)C(=O)c1ccc(CNS(=O)(=O)c2ccc(C)cc2)cc1	2.4	3.2	3.1	6.4	2.6	0.0	102.4	-16.6	nt	-2.5	-17.0
CCc1nnc(NC(=O)c2n[nH]c(=O)c3ccccc23)s1	-2.4	-1.8	2.2	-10.3	-10.2	-1.6	104.7	-20.5	-11.1	3.6	9.9
COC(=O)c1cc(S(=O)(=O)NC2CCN(Cc3ccccc3)CC2)cn1C	1.5	0.3	2.6	-0.9	-1.1	0.5	101.4	6.3	-7.7	0.3	-1.8
O=C(Nc1ccccn1)c1ccc2c(c1)OCCO2	3.1	-2.8	5.3	2.9	-3.4	2.5	97.3	10.7	-7.7	-1.1	14.3
Oc1ccc(Br)cc1-c1n[nH]c(=S)n1Cc1ccccc1	0.5	-4.5	2.7	1.1	-7.7	-1.6	97.8	-18.6	-21.0	-0.3	20.6
N#Cc1c(N)nc(SC2CCCCC2=O)c(C#N)c1-c1ccco1 (centres undefined)	0.0	3.4	1.9	-32.6	-1.8	3.8	101.0	14.2	nt	13.4	-16.3
O=C(NNc1ncccc1-n1cccc1)c1ccc(Cl)cc1	0.4	-2.6	-0.3	11.9	1.4	0.4	nt	1.5	-15.8	-4.6	12.7
O=C1Nc2ccccc2C1=Nc1ccc(S(=O)(=O)Nc2nccs2)cc1	7.4	0.6	3.4	-12.9	-1.7	5.2	85.8	-17.0	-11.8	3.7	-2.6
Nc1nccc(NCCSCc2ccccc2)n1	nt	1.8	6.9	25.8	-1.2	nt	110.2	12.4	nt	-6.3	-9.4
C/C(N=Nc1nc2ccccc2s1)=N\Nc1ccccc1O	14.5*	-6.1	32.9*	26.4	8.0	11.4*	88.7	-2.2	-15.2	-8.3	31.1
O=C1CCCc2cc3c(ccc4ccccc43)cc21	nt	0.3	1.0	-4.2	-6.1	nt	119.8	-9.9	nt	1.0	-1.3
COc1ccccc1-c1nnc(SCc2nc3ccccc3s2)n1C	0.8	2.0	2.3	-44.5	-17.0	-1.7	97.9	-5.7	5.1	3.7	-10.3
CCN(CC)c1ccc(/C=N/NC(=O)c2c(-c3ccccc3)noc2C)cc1	2.5	0.8	1.1	-0.4	4.8	0.7	98.2	-23.1	-1.2	-0.1	-4.1
O=C(CC1C(=O)NCCN1Cc1ccoc1)NCc1cccc(OC(F)(F)F)c1 (centres undefined)	-0.8	-1.5	1.1	8.7	-12.6	-0.4	99.9	0.4	3.9	-1.2	7.4
Cc1ccc(/C(N)=N/OC(=O)CN(C)S(=O)(=O)c2ccc(C)cc2)cc1	1.6	3.8	2.1	-7.0	6.8	2.9	106.3	-9.8	5.7	4.5	-20.4
CCOc1ccc(Cn2cc(F)c(=O)[nH]c2=O)cc1	1.6	0.1	2.5	-1.0	8.3	1.0	110.1	-19.7	-2.6	3.5	-0.3
CCOC(=O)c1c(C)[nH]c(C(=O)COC(=O)C2CC(=O)N(Cc3ccccc3)C2)c1C (centres undefined)	2.5	-1.0	3.1	0.7	-3.5	-3.5	106.8	-13.7	-2.9	2.2	6.3
Cc1ccc(C(=O)OCc2cc3ccccc3[nH]c2=O)cc1	4.7	2.4	0.6	10.1	-11.3	0.8	104.5	-4.3	0.7	1.8	-13.8
Cc1ccc(C(=O)Nc2ccc(Nc3ccccc3)cc2)cc1C	2.5	1.5	3.8	7.3	2.1	0.8	113.0	11.7	45.7	1.0	-7.9
Cc1ccc(CN2C(=O)CCC2C(=O)NC2CC2)cc1 (centres undefined)	5.1	-2.1	-1.0	7.5	-8.2	1.9	103.4	7.7	1.6	-3.1	10.0
Cc1cccc(CN2CCN(Cc3ccco3)CC2)c1	-0.8	-0.6	-2.5	-14.3	2.6	-0.3	108.6	6.8	-4.1	3.8	2.7
CC1CCN(C(=O)COC(=O)CSc2ccc(C(N)=O)cc2[N+](=O)[O-])CC1	0.3	-4.0	4.1	6.4	-6.6	3.3	102.9	2.0	4.2	3.3	19.2
O=C(NC1=NCCS1)c1cc(-c2ccccc2)nn1-c1ccccc1	1.0	-0.6	1.7	13.3	3.2	-2.6	99.5	nt	6.9	-0.1	3.1
COc1ccc(-n2c(O)c(/C=N/n3cnnc3)c3ccccc3c2=O)cc1	2.8	-1.1	1.1	-29.2	-7.1	1.1	103.5	-29.0	nt	10.6	6.2
Cc1ccc(S(=O)(=O)NC(=O)NCc2ccccc2)cc1	4.5	-2.0	1.4	-17.8	-17.3	-1.6	93.6	9.4	-0.3	0.9	10.6
CCN(CC)CC(=O)Nc1sc2c(c1C(=O)c1ccccc1C)CCC2	0.7	3.7	-3.4	38.3	-3.0	-0.8	nt	7.6	15.4	2.0	-17.0
CCN1CCN(Cc2ccc(NC(=O)c3ccc(C)c(NC(=O)c4nccn4C)c3)cc2C(F)(F)F)CC1	3.8	-2.2	1.3	2.8	-2.1	-1.2	104.0	-9.2	131.3	3.1	12.1
O=C(Nc1ccccc1O)c1cc(S(=O)(=O)N2CCOCC2)ccc1Cl	1.9	-1.9	nt	-0.3	-6.0	2.2	109.2	-4.3	-3.5	0.7	7.9
O=C(NCN1CCN(c2ccccc2F)CC1)c1cccnc1	2.5	0.4	2.9	-27.3	2.2	3.4	112.3	10.5	-11.9	5.5	-2.1
CN(C(=O)c1ccc2ccccc2c1)c1ccccn1	1.2	-2.1	-0.8	-7.9	1.7	1.4	108.1	11.6	-14.4	-1.7	13.2
O=C(COC(=O)/C=C/c1ccco1)NCc1ccccc1	1.3	-1.0	-2.8	8.9	-5.7	-0.1	112.6	nt	nt	-3.6	4.8
Cc1ccc(CNC(=O)CCC2CCCN(C(=O)CCC(F)(F)F)C2)o1 (centres undefined)	5.0	-3.8	3.2	-19.2	-9.5	3.4	96.5	-27.3	18.3	2.4	17.9
CN(C)C1=NCCN1CCc1cccc(F)c1	1.8	-0.7	1.7	-7.1	-7.8	-2.1	100.6	-8.7	-8.8	0.3	3.1
O=C(CN(C(=O)Cn1nnc(-c2ccc(F)cc2)n1)c1ccc(F)cc1)NC1CCCC1	3.0	-0.8	1.1	2.5	-0.2	2.6	111.2	-18.6	6.1	-0.5	4.5
Cc1ccc(C)c(S(=O)(=O)N2CCCOC2CNC(=O)C(=O)NCc2cccnc2)c1 (centres undefined)	-1.2	0.2	4.4	-8.5	1.5	-1.2	91.8	5.0	6.8	3.1	-1.3
CCN(C(=O)c1ccccc1Cl)c1ccccc1	2.8	-1.5	2.1	14.9	-0.1	0.6	98.7	nt	7.0	0.4	8.2
O=C(NC1CCN(C(=S)NCc2ccco2)CC1)C1CCCCC1	-0.1	1.2	0.8	-6.9	-8.7	-2.7	101.4	7.5	31.3	2.6	-7.3
CC1(C)CC(=O)C2=C(C1)Nc1cc3c(cc1C2c1ccc(F)cc1)OCO3 (centres undefined)	0.6	1.6	0.6	10.5	-6.3	0.4	102.9	33.2	5.7	2.6	-8.2
Cc1ccc2c(C)c(C(=O)NCCc3ccco3)oc2c1C	-1.6	2.2	1.1	-18.0	-5.1	0.2	nt	8.1	-20.4	5.3	-11.4
NS(=O)(=O)c1ccc(NC(=S)N2CCCC2)cc1	5.2	-4.4	2.9	-7.0	1.1	0.0	105.1	6.0	146.1	2.8	23.6
CN(Cc1nc2ccccc2c(=O)[nH]1)Cc1cc(=O)oc2ccc3ccccc3c12	0.2	1.0	1.7	-0.8	2.3	-4.2	97.0	-10.7	2.2	5.9	-5.5
COCCSc1ccccc1C(=O)N1CCCC1	0.1	-1.9	1.5	-11.7	-3.6	2.7	102.4	-9.4	25.9	-1.5	11.2
C=CCN1C(=O)CS/C1=N\S(=O)(=O)c1ccc(Cl)cc1	2.6	-1.4	2.8	-11.2	-9.6	1.0	103.8	21.3	2.5	4.2	8.5
c1ccc(CNCCN2CCNCC2)nc1	0.5	-2.4	0.5	19.6	-7.9	1.4	92.5	4.0	479.2	5.2	12.6
CCCCn1nnnc1SCC(=O)Nc1ccc2c(c1)OCCO2	-1.4	-1.2	2.2	23.2	-5.9	-0.4	96.1	21.5	-2.1	6.0	6.8
CCCn1nc(C(=O)NC2CCCCCC2)c2ccccc2c1=O	1.9	3.7	-1.0	2.2	11.1	0.2	106.4	nt	-2.2	3.6	-14.7

Source: PubChem BioAssay (several laboratories)
